PV pol inh = inhibitors of poliovirus RNA polymerase binding and polymerization; poliovirus polymerase elongation, fluorescence polarization; hits give low values; AID 588519; P03300; 150,000 tested, 0.66% active; % elongation, % (compound at 16.7 µg/mL); in the data active = % elongation below about 90%; also: some results filed as inactive read as strong as hits
Target sequence (P03300 1749-2209 limits assumed): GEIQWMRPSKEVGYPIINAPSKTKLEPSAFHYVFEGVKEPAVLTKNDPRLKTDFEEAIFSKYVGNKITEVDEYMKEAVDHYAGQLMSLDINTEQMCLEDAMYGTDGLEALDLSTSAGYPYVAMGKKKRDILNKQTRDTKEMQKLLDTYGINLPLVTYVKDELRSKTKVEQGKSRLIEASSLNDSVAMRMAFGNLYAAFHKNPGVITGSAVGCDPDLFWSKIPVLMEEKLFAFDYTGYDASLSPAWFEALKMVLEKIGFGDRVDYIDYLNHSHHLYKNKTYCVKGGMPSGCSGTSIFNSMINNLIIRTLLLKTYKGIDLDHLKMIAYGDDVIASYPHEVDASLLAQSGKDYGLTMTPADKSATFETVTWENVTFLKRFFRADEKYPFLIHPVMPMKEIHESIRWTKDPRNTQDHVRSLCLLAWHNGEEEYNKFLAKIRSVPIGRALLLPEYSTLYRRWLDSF
PV pol inh FP z-score = further read-out of PV pol inh, marked with its call; z-score; measured here: FP z-score; hits read low
The depositor's hits bear a star; & = joins results of further samples. These rows are one share of the data. The share of hits here may be higher or lower than overall.

Start of the listing, in advance:
What do the screens show for `COc1cccc(CNC(=O)Cn2cc3c(n2)-c2c(oc(C(=O)N4CCCC4)c2C)CC3)c1OC`?
PV pol inh: 109.0; PV pol inh FP z-score: 0.3

Results for CC1(C)Nc2ccccc2C(=O)N1c1ccccc1 ?
PV pol inh: 102.0; PV pol inh FP z-score: 0.2

Results for C/C(=N\NC(=O)C1CC1)c1ccc(C(C)(C)C)cc1 ?
PV pol inh: 103.0; PV pol inh FP z-score: 0

What do the screens show for `COC(=O)Nc1nc2ccc(C(=O)c3ccccc3C(=O)OC(C)C)cc2[nH]1`?
PV pol inh: 101.0; PV pol inh FP z-score: 0

Results for CCOC(=O)c1sc2nc(SCC(=O)Nc3ccc(OCC)cc3)n(N)c(=O)c2c1C ?
PV pol inh: 102.0; PV pol inh FP z-score: 0.3

What do the screens show for `CCOc1ccc(NC(=O)c2ccc3nc(C(C)C)oc3c2)cc1`?
PV pol inh: 108.0; PV pol inh FP z-score: 0.4

The list itself, previewed entries included:
What do the screens show for `COc1cccc(CNC(=O)Cn2cc3c(n2)-c2c(oc(C(=O)N4CCCC4)c2C)CC3)c1OC`?
PV pol inh: 109.0; PV pol inh FP z-score: 0.3

Results for CC1(C)Nc2ccccc2C(=O)N1c1ccccc1 ?
PV pol inh: 102.0; PV pol inh FP z-score: 0.2

Results for C/C(=N\NC(=O)C1CC1)c1ccc(C(C)(C)C)cc1 ?
PV pol inh: 103.0; PV pol inh FP z-score: 0

What do the screens show for `COC(=O)Nc1nc2ccc(C(=O)c3ccccc3C(=O)OC(C)C)cc2[nH]1`?
PV pol inh: 101.0; PV pol inh FP z-score: 0

Results for CCOC(=O)c1sc2nc(SCC(=O)Nc3ccc(OCC)cc3)n(N)c(=O)c2c1C ?
PV pol inh: 102.0; PV pol inh FP z-score: 0.3

What do the screens show for `CCOc1ccc(NC(=O)c2ccc3nc(C(C)C)oc3c2)cc1`?
PV pol inh: 108.0; PV pol inh FP z-score: 0.4

Results for Cc1ccc(-n2nc3c(=O)n(CCCC(=O)NCCc4ccccc4)nc(C)c3c2C)cc1 ?
PV pol inh: 110.0; PV pol inh FP z-score: 0.4

What do the screens show for `NNC(=O)c1nc(COc2ccccc2Cl)no1`?
PV pol inh: 102.0; PV pol inh FP z-score: 0.2

How did Cc1cc(C)nc(NS(=O)(=O)c2ccc(NC(=O)Cn3c(=O)oc4ccccc43)cc2)n1 do in these assays?
PV pol inh: 102.0; PV pol inh FP z-score: 0.3

How did CC1=CC(=C2N=C(c3ccccc3)OC2=O)C=C(C)O1 do in these assays?
PV pol inh: 95.0; PV pol inh FP z-score: -1.1

How did Cc1cc2[nH]c(=O)c(=O)[nH]c2cc1S(=O)(=O)N1CCN(c2ccccc2F)CC1 do in these assays?
PV pol inh: 106.0; PV pol inh FP z-score: 0

How did C[C@@H]1C[C@@H]([C@@H](O)CC2CC(=O)NC(=O)C2)C(=O)[C@@H](C)C1 do in these assays?
PV pol inh: 104.0; PV pol inh FP z-score: 1.1

The final 2 compounds of the section above are carried over, then new ones follow.
How did Cc1cc2[nH]c(=O)c(=O)[nH]c2cc1S(=O)(=O)N1CCN(c2ccccc2F)CC1 do in these assays?
PV pol inh: 106.0; PV pol inh FP z-score: 0

How did C[C@@H]1C[C@@H]([C@@H](O)CC2CC(=O)NC(=O)C2)C(=O)[C@@H](C)C1 do in these assays?
PV pol inh: 104.0; PV pol inh FP z-score: 1.1

What do the screens show for `COc1ccccc1N1CCN(C(=O)c2cc3c(=O)oc4ccc(C)cc4c3s2)CC1`?
PV pol inh: 103.0; PV pol inh FP z-score: 0

Results for CC(=O)Oc1ccc(N(C(C)=O)S(=O)(=O)c2ccc(Cl)cc2)cc1 ?
PV pol inh: 103.0; PV pol inh FP z-score: 0.5

How did NC(=Nc1ccc(Cl)c(Cl)c1)c1ccccc1 do in these assays?
PV pol inh: 112.0; PV pol inh FP z-score: 1.1

Results for Cn1cc(Cl)c(C(=O)N2CCc3ccccc3C2)n1 ?
PV pol inh: 99.0; PV pol inh FP z-score: -0.2

How did Cc1ccccc1OCC(O)CN(C)C (stereo unspecified) do in these assays?
PV pol inh: 106.0; PV pol inh FP z-score: 0.1

Results for CCc1nn(CC(=O)Nc2c(C)cccc2C)c(=O)c2cc3sccc3n12 ?
PV pol inh: 106.0; PV pol inh FP z-score: 0

What do the screens show for `Cc1cc(=O)n(CCc2ccccc2)c(O)c1C#N`?
PV pol inh: 104.0; PV pol inh FP z-score: 0.4

What do the screens show for `CCC1=C/C(=C\c2ccc3c(c2)OCO3)C(=O)S1`?
PV pol inh: 99.0; PV pol inh FP z-score: -0.9

Results for Nn1c(Cc2ccccc2F)nnc1SCC(=O)NCC(F)(F)F ?
PV pol inh: 102.0; PV pol inh FP z-score: -0.1

How did Cc1ccc(N(CCCCN2C(=O)c3ccccc3C2=O)C(=O)c2cccc(Cl)c2)cc1 do in these assays?
PV pol inh: 100.0; PV pol inh FP z-score: -0.2

Results for O=C(c1ccc(S(=O)(=O)N2CCCCC2)cc1)N(c1ccccc1)C1C=CS(=O)(=O)C1 (stereo unspecified) ?
PV pol inh: 100.0; PV pol inh FP z-score: -0.4

What do the screens show for `COc1cc(C(=O)OCCCN2CCOCC2)ccc1O`?
PV pol inh: 102.0; PV pol inh FP z-score: 0

Results for CC(C)c1ccc(NC(=O)CSC2=Nc3ccccc3C3=NC(CCC(=O)NCc4ccco4)C(=O)N23)cc1 (stereo unspecified) ?
PV pol inh: 108.0; PV pol inh FP z-score: 0.2

What do the screens show for `O=C(NC1CCCCCC1)C(F)(F)F`?
PV pol inh: 101.0; PV pol inh FP z-score: 0.4

How did Clc1ccc(CC2=NCCN2)cc1 do in these assays?
PV pol inh: 100.0; PV pol inh FP z-score: -0.8

What do the screens show for `CCOC(=O)CSc1nc2ccc(NC(=O)c3ccc(C)cc3)cc2s1`?
PV pol inh: 110.0; PV pol inh FP z-score: 0.8

How did CCC1CC(O)C(C)C(C)S1 (stereo unspecified) do in these assays?
PV pol inh: 102.0; PV pol inh FP z-score: -0.1

How did COc1ccc(NC(=O)Cn2c(=O)c3ccccc3n3nncc23)cc1Cl do in these assays?
PV pol inh: 110.0; PV pol inh FP z-score: 1.9

Results for O=c1[nH][nH]c(=O)c2c(N=Cc3c[nH]c4ccccc34)cccc12 ?
PV pol inh: 100.0; PV pol inh FP z-score: 0

What do the screens show for `COc1cc(-c2nc3sccn3c2Nc2cccc(C)c2)ccc1O`?
PV pol inh: 101.0; PV pol inh FP z-score: -0.8

Results for CC(C)(C)c1cc2nc(C(F)(F)F)cc(N3CCN(C(=O)Nc4ccccc4)CC3)n2n1 ?
PV pol inh: 102.0; PV pol inh FP z-score: -0.1

Results for CC(=O)NCCNC(=O)CCCc1nnc2n(CC(C)C)c(=O)c3sccc3n12 ?
PV pol inh: 111.0; PV pol inh FP z-score: -0.5

How did O=C(NCCC1CCCCN1S(=O)(=O)c1ccccc1)Nc1ccccc1 (stereo unspecified) do in these assays?
PV pol inh: 102.0; PV pol inh FP z-score: 0

What do the screens show for `NC(=O)COc1ccc(C2C3=C(CCCC3=O)OC3=C2C(=O)CCC3)cc1Cl`?
PV pol inh: 100.0; PV pol inh FP z-score: -0.4

How did CC(c1ccccc1)N1CCC(=O)C2=C1CCCC2 (stereo unspecified) do in these assays?
PV pol inh: 102.0; PV pol inh FP z-score: 0.4

Results for O=C(NC1CCCCC1)n1c(=O)oc2cc(S(=O)(=O)N3CCCCC3)ccc21 ?
PV pol inh: 104.0; PV pol inh FP z-score: 0.1

How did CCc1nonc1NC(=O)c1oc2ccc(F)cc2c1C do in these assays?
PV pol inh: 115.0; PV pol inh FP z-score: 1.6

How did CCc1cc(CN2CCOCC2)c(NC(=O)c2ccccc2)s1 do in these assays?
PV pol inh: 104.0; PV pol inh FP z-score: 0.1

What do the screens show for `CCCC1=C(C(=O)OCC)C(c2ccccc2OC)C(C#N)=C(N)O1` (stereo unspecified)?
PV pol inh: 100.0; PV pol inh FP z-score: -0.1

What do the screens show for `Cc1ccc2c(c1)N(CC(=O)NCCCN1CCCCC1C)C(=O)c1cccnc1O2` (stereo unspecified)?
PV pol inh: 109.0; PV pol inh FP z-score: 0.7

Results for Nc1nc(Nc2ccc(Cl)c(Cl)c2)nc(-c2cc3ccccc3o2)n1 ?
PV pol inh: 100.0; PV pol inh FP z-score: -0.6

Results for COc1ccc(C(=O)NCCn2cc(SCC(=O)Nc3ccccc3)c3ccccc32)cc1OC ?
PV pol inh: 105.0; PV pol inh FP z-score: 0.2

How did Cc1ccc(-c2cnc(-c3ccc(Br)cc3)o2)cc1 do in these assays?
PV pol inh: 103.0; PV pol inh FP z-score: 0.2

How did C[C@@H]1NCCc2cc(O)c(O)cc21 do in these assays?
PV pol inh: 101.0; PV pol inh FP z-score: 0.2

Results for CN(C(=O)Cn1c(=O)oc2ccccc21)C1CCCCC1 ?
PV pol inh: 100.0; PV pol inh FP z-score: -1

How did CC[C@H](CC[C@@H](C)[C@H]1CC[C@H]2[C@@H]3CC=C4C[C@@H](O)CC[C@]4(C)[C@H]3CC[C@]12C)C(C)C do in these assays?
PV pol inh: 99.0; PV pol inh FP z-score: -0.2

How did CCc1c(C)[nH][n+]2cnn(Cc3ccc(Cl)cc3)c2c1=O do in these assays?
PV pol inh: 104.0; PV pol inh FP z-score: 1.1

What do the screens show for `COc1ccc(Br)cc1CNC(=O)c1cnc2sc(N3CCCC3)nn2c1=O`?
PV pol inh: 108.0; PV pol inh FP z-score: 0.2

Results for Cc1ccc(C)c(NC(=O)CN(C)S(=O)(=O)c2cccc3cccnc23)c1 ?
PV pol inh: 105.0; PV pol inh FP z-score: 0.4

What do the screens show for `Nc1cccc(C(=O)NC23CC4CC(CC(C4)C2)C3)c1`?
PV pol inh: 106.0; PV pol inh FP z-score: 1.1

How did CN1C(C(=O)Nc2cccc(O)c2)=CC(c2cccs2)=NS1(=O)=O do in these assays?
PV pol inh: 106.0; PV pol inh FP z-score: -0.2

How did Cc1cccc(-n2c(SCC(=O)c3ccccc3)nnc2-c2ccc(Br)cc2)c1 do in these assays?
PV pol inh: 107.0; PV pol inh FP z-score: 0

Results for COc1ccc(S(=O)(=O)NCCc2csc3nc(-c4ccc(Cl)cc4)nn23)cc1C ?
PV pol inh: 110.0; PV pol inh FP z-score: 0.6

What do the screens show for `CC1(C)CC(=O)C2=C(C1)Nc1nc(=S)[nH]c(N)c1C2c1ccncc1` (stereo unspecified)?
PV pol inh: 102.0; PV pol inh FP z-score: 0.1

How did Cc1ccccc1OCCCCn1c(-c2ccc(Cl)cc2)nc2ccccc2c1=O do in these assays?
PV pol inh: 104.0; PV pol inh FP z-score: -0.1

Results for CCOC(=O)c1c(C)oc2c1c1c(c3ccccc32)OCN(Cc2ccco2)C1 ?
PV pol inh: 105.0; PV pol inh FP z-score: 0.3

Results for COc1ccc(-c2cn3nc(N4CCC(C(=O)O)CC4)sc3n2)cc1 ?
PV pol inh: 104.0; PV pol inh FP z-score: 0.4

What do the screens show for `COCCn1c(=O)[nH]c2cc(C(=O)Nc3ccc(OC)cc3)ccc2c1=O`?
PV pol inh: 98.0; PV pol inh FP z-score: -2.1

Results for COc1ccccc1N(CC(=O)Nc1ccc(C)c(Cl)c1)S(=O)(=O)c1ccc(C)cc1 ?
PV pol inh: 107.0; PV pol inh FP z-score: 0.9

What do the screens show for `CCOC(=O)c1ccc(NCc2ccc(N(C)C)cc2)cc1`?
PV pol inh: 101.0; PV pol inh FP z-score: -0.1

How did COC(=O)c1sc(Sc2cccs2)c2c1CC(C)(C)CC2=O do in these assays?
PV pol inh: 104.0; PV pol inh FP z-score: 0.6

How did CCc1ccc(S(=O)(=O)NCC(O)COc2ccc(OC)cc2)cc1 (stereo unspecified) do in these assays?
PV pol inh: 109.0; PV pol inh FP z-score: 1.4

What do the screens show for `O=C(c1cnn(-c2cccc(F)c2)c1-n1cccc1)N1CCN(c2ccccc2F)CC1`?
PV pol inh: 111.0; PV pol inh FP z-score: 1

How did CCN(CC)S(=O)(=O)c1cc(C(=O)N(C)c2ccccc2)ccc1Cl do in these assays?
PV pol inh: 101.0; PV pol inh FP z-score: -0.3

Results for CCn1c(C(=O)NCc2ccccc2Br)cc2oc3ccccc3c21 ?
PV pol inh: 107.0; PV pol inh FP z-score: -0.8

Results for COC(=O)c1ccc([C@@H]2Nc3c(OC)ccc(C)c3[C@@H]3C=CC[C@@H]32)cc1 ?
PV pol inh: 110.0; PV pol inh FP z-score: 0

What do the screens show for `O=c1ccc(C(F)(F)F)cn1CN1CCN(S(=O)(=O)c2ccc3c(c2)CCCC3)CC1`?
PV pol inh: 102.0; PV pol inh FP z-score: -0.1

Results for Cc1nn(-c2ccccc2)c(OC(=O)C(C)C)c1Sc1ccc(Cl)cc1 ?
PV pol inh: 108.0; PV pol inh FP z-score: 1

How did CN1Cc2c(N)cccc2C(c2ccccc2)C1 (stereo unspecified) do in these assays?
PV pol inh: 96.0&102.0; PV pol inh FP z-score: -1.1&0.4

What do the screens show for `O=C(Nc1nccs1)c1ccc(S(=O)(=O)N2CCCc3ccccc32)cc1`?
PV pol inh: 102.0; PV pol inh FP z-score: 0.1

What do the screens show for `COC(=O)CC1C(=O)NCCN1C(=O)CSc1nc2ccccc2s1` (stereo unspecified)?
PV pol inh: 95.0; PV pol inh FP z-score: -1.2

Screening results as filed in PubChem BioAssay.
